# Screening data (PubChem)
# IDE cell activ: human IDE activators in live cells, primary screen, fluorescence polarization, HEK cells, FAbeta-B substrate; Insulin-degrading enzyme (Homo sapiens), P14735; FAbeta-B cleavage; 0% vehicle, 100% cell-free pure enzyme wells; activation, % at 5.96 µM; hit rate 0.073% among 340,000; AID 493087, 2011;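 active = activation above the mean of all tested compounds plus 3 SD, set per screening campaign, cut at about 17% in these data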
# p-CIP stab down: p/CIP-EGFP fusion destabilizers, primary screen, fluorescence, F442A cells; hit rate 0.01% among 290,000; 16 h; decrease of EGFP signal, % at 10 µM;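 active = EGFP signal decrease of at least 30% at 10 µM or well 3 SD below plate mean, unless failing retest; inactive = the rest, including hits failing retest or dose response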; note: some compounds called inactive have numbers as strong as hits; many of its hits are not listed in these tables
# MEKK3 PB1 HTS: modulators of MEKK3-MEK5 PB1 binding, primary screen, biochemical, wildtype MEKK3, multiplex bead flow cytometry, Alexa488-MEK5. bead-based flow cytometry, Alexa488-MEK5 binding to MEKK3; actives lie on both sides; 0 = blocked by unlabeled MEK5, 100 = vehicle. binding response (% of control), % at 10 µM. Mitogen-activated protein kinase kinase kinase 3 (Homo sapiens), Q99759. hit rate 1.4% among 290,000;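 active = binding response more than 3 SD above or below the average of its plate-row segment, actives on both sides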;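 note: Alexa488 bead fluorescence after subtracting the streptavidin-only scavenger bead signal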
# Target sequence (Q99759 whole entry, looked up): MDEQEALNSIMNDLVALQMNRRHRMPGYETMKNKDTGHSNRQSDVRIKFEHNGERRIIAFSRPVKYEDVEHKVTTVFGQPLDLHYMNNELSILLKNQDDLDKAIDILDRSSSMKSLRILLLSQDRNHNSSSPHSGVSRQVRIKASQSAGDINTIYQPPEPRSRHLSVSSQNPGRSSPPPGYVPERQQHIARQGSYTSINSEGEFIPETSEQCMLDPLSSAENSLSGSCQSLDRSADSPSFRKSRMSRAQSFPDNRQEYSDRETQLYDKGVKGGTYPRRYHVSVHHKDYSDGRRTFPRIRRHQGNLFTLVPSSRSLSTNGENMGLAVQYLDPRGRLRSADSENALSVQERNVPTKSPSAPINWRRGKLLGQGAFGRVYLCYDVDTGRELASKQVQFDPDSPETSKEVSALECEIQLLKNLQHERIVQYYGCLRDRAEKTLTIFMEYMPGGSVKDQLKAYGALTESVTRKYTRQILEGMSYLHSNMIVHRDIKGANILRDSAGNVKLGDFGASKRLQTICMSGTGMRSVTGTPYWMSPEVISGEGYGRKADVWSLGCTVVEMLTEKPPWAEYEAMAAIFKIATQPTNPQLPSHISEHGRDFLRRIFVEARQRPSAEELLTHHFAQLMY
# CRFBP-R2 agonist: agonists of CRF-BP/CRF-R2 complex, primary screen, cell-based, HEK293, calcium dye fluorescence, uHTS | calcium dye fluorescence (FLIPR); percent of saturating CRF peptide response | CRF-binding protein / CRF receptor 2 complex (human) | hit rate 0.46% among 350,000 | activation, % at 13.2 µM;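 active = activation of at least 50%, plus an integration ratio under a set limit after plate pattern correction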;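 note: plate controls were neutral control wells without compound for no effect and CRF at EC100 for full effect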
# CRFR2-BP antag: antagonists of CRF-BP/CRF-R2 complex, primary screen, cell-based, HEK293, calcium dye fluorescence, uHTS | CRF-induced calcium fluorescence | inhibition, % at 11.8 µM | hit rate 0.59% among 350,000 | AID 588475, 2011;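 active = inhibition of the ligand-induced calcium signal above about 50% at the single tested concentration, limit read from the data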
# PHOSPHO1 inh: PubChem AID 1565. recombinant PHOSPHO1, absorbance phosphatase assay. inhibition, % at 13.3 µM. hit rate 1.1% among 290,000; in the data active = inhibition above about 60%
# Target sequence (Q8TCT1 whole entry, looked up): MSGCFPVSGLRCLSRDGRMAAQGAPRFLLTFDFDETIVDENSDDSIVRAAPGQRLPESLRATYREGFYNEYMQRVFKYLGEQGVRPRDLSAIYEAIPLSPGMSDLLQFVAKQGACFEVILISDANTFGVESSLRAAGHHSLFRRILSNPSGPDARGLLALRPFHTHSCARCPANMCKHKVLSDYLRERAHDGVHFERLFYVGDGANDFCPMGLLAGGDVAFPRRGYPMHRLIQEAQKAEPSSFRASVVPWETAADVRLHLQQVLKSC
# GalR3 antag: GalR3 antagonists in HEK293 cells, primary screen, cell-based, fluorescence readout. Galanin receptor type 3 (Homo sapiens), O60755. HEK293 GalR3-CNG cAMP membrane potential fluorescence; galR3 body fused to GalR1 C-terminus. inhibition, % at 3 µM. hit rate 0.44% among 360,000;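 active = inhibition above the screen-wide average plus 3 SD, cut at about 13% in these data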;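 note: forskolin and galanin both at EC90 stimulate the cells; cAMP rise reported by CNG channel membrane potential dye signal; 0% = forskolin plus galanin with DMSO and 100% = forskolin alone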
# CHRM4 PAM: human M4 muscarinic receptor positive allosteric modulators, primary screen, CHO-K1 cells, Fluo-8 calcium fluorescence; Muscarinic acetylcholine receptor M4 (Homo sapiens), P08173; CHO-K1 hM4/Gqi5, ACh EC20; 0% = ACh EC20, 100% = maximal ACh; activation, % at 3 µM; hit rate 0.4% among 360,000; AID 624126, 2012;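 active = activation above its plate's cutoff, the mean activation of sample wells plus 3 SD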; note: some results filed as inactive read as strong as hits
# IDE inh: human IDE inhibitors in live cells, primary screen, fluorescence polarization, HEK cells, FAbetaB substrate; AID 434962, 2010; hit rate 0.41% among 320,000; Insulin-degrading enzyme (Homo sapiens), P14735; inhibition, % at 5.59 µM; FAbetaB cleavage;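 active = percent inhibition above the average of all tested compounds plus 3 SD, set per screening campaign, cut at about 16% in these data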;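 note: IDE supplied by intact live HEK cells; FP after avidin binding of uncleaved biotin substrate so inhibition keeps polarization high; 0% = DMSO wells and 100% = 60 µM reference IDE inhibitor Ii1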
# * marks the source's active call; other numbers are inactive results; x = not tested or not shown.
SMILES,IDE cell activ,p-CIP stab down,MEKK3 PB1 HTS,CRFBP-R2 agonist,CRFR2-BP antag,PHOSPHO1 inh,GalR3 antag,CHRM4 PAM,IDE inh
CCCn1cnc2c(N)c(C)c(C)cc21,3,-2,92,-1.2,12,73*,0,18,-5
COc1ccc(C(NC(=O)N2CC(C)OC(C)C2)C(Cl)(Cl)Cl)cc1F (stereo unspecified),-1,-14,101,-1.3,18,6,-10,3,-2
COc1ccc(S(=O)(=O)N2CCOCC2)c2ccccc12,-4,-14,103,-0.5,-3,36,-8,1,-1
COCCn1c(C23CC4CC(CC(C4)C2)C3)n[nH]c1=S,-5,-16,104,-1.3,13,-10,-2,-4,7
COc1cccc(C(=O)NNC(=O)Cc2cccs2)c1,-4,-5,97,1.4,-1,49,1,8,-1
COc1ccc2c(-c3ccc(SC)cc3)c(-c3ccc(S(C)(=O)=O)cc3)sc2c1,3,x,x,1.4,-5,x,-6,1,4
CCC(C(=O)Nc1cc(Cl)ccc1OC)c1ccccc1 (stereo unspecified),5,3,96,-0.1,-3,-15,-3,13,0
Cc1cc(C)c(NC(=O)CSc2ccc3nnc(CCNC(=O)c4ccccc4)n3n2)c(C)c1,-5,7,101,-2.0,-6,-1,1,-1,1
Cc1cc(=O)oc2cc(OCC(=O)NCCCN3CCOCC3)ccc12,1,-27,101,0.2,-13,-22,-2,0,1
Nc1cc(=O)[nH]c(SCCSc2ccc(F)cc2)n1,-19,-5,100,-0.9,5,10,-3,-6,10
CCCn1c(SCC(=O)c2c(N)n(C3CC3)c(=O)[nH]c2=O)nc2cc(S(N)(=O)=O)ccc21,-2,x,x,2.5,-1,x,-6,1,-2
Clc1ccc(SCCN2CCNCC2)cc1,-2,3,98,-1.5,12,40,-9,11,4
COc1ccc(-n2c(C)nnc2SCC(=O)Nc2ccccc2F)cc1,2,8,98,1.8,1,-9,-6,-4,-2
O=c1c2ccccc2ccc2ccc(P(=O)(O)O)cc12,-1,x,x,-0.1,-3,x,-6,14,2
O=C(c1ccc(=O)[nH]c1)N1CCN(S(=O)(=O)c2ccc(Cl)cc2)CC1,-14,-3,97,3.0,-4,52,-8,1,5
CN(C)/C=N/c1ncc(C(=O)c2ccc3ccccc3c2)s1,7,-13,95,-0.5,-2,33,-8,-7,3
O=c1[nH]cc(S(=O)(=O)N2CCOCC2)c(=O)[nH]1,-1,x,x,0.1,4,x,-6,10,-7
Cc1ccc2nc(SCC(=O)N3CCCCCC3)nc(=O)n2c1,4,x,x,-1.1,8,x,0,4,5
Cc1cc(OCc2nn[nH]n2)c2c(C)c(CC(=O)O)c(=O)oc2c1,6,-1,99,-1.0,-3,1,-4,-2,-6
CN(C)/C=C/C(=O)c1cc(F)cc(C(F)(F)F)c1,3,11,97,-1.1,20,39,-3,9,1
CCc1cccc2c(C(=O)COC(=O)[C@@H]3CC(O)CN3S(=O)(=O)c3ccccc3[N+](=O)[O-])c[nH]c12 (stereo partly specified),-4,x,x,-1.6,6,x,-4,-2,3
COCCNC(=O)C(c1ccc(F)cc1)N(Cc1ccccc1)C(=O)CCC(=O)Nc1nccs1 (stereo unspecified),3,4,99,0.3,2,39,-8,0,-3
O=C(COC(=O)c1ccc2c(c1)OCO2)Nc1ccccc1Cl,1,x,x,-0.5,-7,x,-7,4,-3
CCOc1ccc(NC(=O)CN(C)C(=O)c2ccc(C)c(S(=O)(=O)N3CCCCC3)c2)cc1OCC,-1,-5,101,0.5,5,31,0,0,x
Cc1cc(NC(=O)Cn2nc(C(=O)O)c3ccccc3c2=O)c([N+](=O)[O-])cc1C,-3,-3,101,0.8,-11,26,-8,-3,-2
CCc1nnc(SCC(=O)Nc2ccc3c(c2)OCO3)o1,-2,-20,100,-0.9,0,3,-3,5,-4
Cc1ccc(NS(=O)(=O)c2c(C)[nH]c(C)c2C(=O)N2CCCCC2)cc1C,1,3,99,-0.1,11,-20,-8,10,-1
COCCNC(=O)Nc1ccc2nc(C)sc2c1,1,6,94,2.8,-22,-32,-1,-2,10
CC(C)c1[nH]nc2c1C(c1cccs1)C(C#N)=C(N)O2 (stereo unspecified),1,-18,95,-2.3,-2,0,3,-3,4
Nc1nnc(CCN2C(=O)CSC2=O)s1,-2,2,102,-1.6,3,32,-2,6,1
CC(=O)N(CN1C(=O)c2ccc([N+](=O)[O-])cc2C1=O)c1cccc(C(=O)O)c1,5,3,96,1.0,-15,-21,-5,0,1
COc1ccc(Cl)cc1C(=O)NNC(=S)NC(=O)/C=C/c1ccco1,2,-29,83,13,-5,-10,-3,-2,6
O=C(CN1C(=O)CSC1=O)NC1CCCCC1,1,-1,104,1.2,12,-7,0,-1,5
O=C1CC2c3ccccc3C1C1C(=O)N(CCc3ccccc3)C(=O)C21 (stereo unspecified),4,-2,100,-0.7,-7,20,-6,2,-1
COc1ccc(C(=O)OCCCN(C)C)cc1OC,0,-5,96,4.9,18,1,-4,10,1
CCC(=O)Nc1ccc(Cl)c(NC(=O)c2ccc(Br)o2)c1,6,3,102,5.7,-19,26,-2,6,0

# Reformatted: results already given
# Screens in order: IDE cell activ, p-CIP stab down, MEKK3 PB1 HTS, CRFBP-R2 agonist, CRFR2-BP antag, PHOSPHO1 inh, GalR3 antag, CHRM4 PAM, IDE inh
- CCC(=O)Nc1ccc(Cl)c(NC(=O)c2ccc(Br)o2)c1
    6, 3, 102, 5.7, -19, 26, -2, 6, 0
- Cc1cc(NC(=O)Cn2nc(C(=O)O)c3ccccc3c2=O)c([N+](=O)[O-])cc1C
    -3, -3, 101, 0.8, -11, 26, -8, -3, -2
- O=C(CN1C(=O)CSC1=O)NC1CCCCC1
    1, -1, 104, 1.2, 12, -7, 0, -1, 5
- CC(=O)N(CN1C(=O)c2ccc([N+](=O)[O-])cc2C1=O)c1cccc(C(=O)O)c1
    5, 3, 96, 1.0, -15, -21, -5, 0, 1
- COc1ccc(Cl)cc1C(=O)NNC(=S)NC(=O)/C=C/c1ccco1
    2, -29, 83, 13, -5, -10, -3, -2, 6
- COCCNC(=O)Nc1ccc2nc(C)sc2c1
    1, 6, 94, 2.8, -22, -32, -1, -2, 10
- Nc1nnc(CCN2C(=O)CSC2=O)s1
    -2, 2, 102, -1.6, 3, 32, -2, 6, 1

# More compounds
SMILES,IDE cell activ,p-CIP stab down,MEKK3 PB1 HTS,CRFBP-R2 agonist,CRFR2-BP antag,PHOSPHO1 inh,GalR3 antag,CHRM4 PAM,IDE inh
CCCC[C@H]1COCCS(=O)(=O)N1Cc1ccc(F)cc1,0,-4,99,-0.9,7,-7,-4,7,-2
CC(N=Cc1c(O)c2ccccc2oc1=O)C(=O)O (stereo unspecified),-6,18,95,0.6,2,-2,-5,-8,-1
COC(=O)c1ccc(N2CCN(S(=O)(=O)c3c(C)cc(C)cc3C)CC2)c([N+](=O)[O-])c1,2,-1,x,3.5,-7,-11,0,-3,1
CC(=O)N1CCc2c(sc3c2c(=O)n(-c2ccccc2)c(=O)n3Cc2ccccc2Cl)C1,1,4,104,3.0,-22,3,-1,3,-3
CN1CCN(c2ccc([N+](=O)[O-])cc2NC(=O)c2ccccc2Cl)CC1,10,-7,98,8.9,-20,27,x,-2,2
COc1ccc2nc(N3C(=O)CNC3=S)sc2c1,3,-3,97,-1.0,7,8,-4,1,-1
CC(=O)/C=C(\C)NCCNc1c(F)c(F)c(CO)c(F)c1F,1,-4,98,-1.8,4,3,0,5,0
CCCCC(c1nnnn1Cc1ccco1)N1CCN(C(=O)c2ccco2)CC1 (stereo unspecified),-2,-5,x,3.8,-17,-12,-5,-4,6
CCN(CC)C(=O)CN(c1cc(Cl)ccc1OC)S(C)(=O)=O,4,-6,100,0.2,-6,9,-9,1,-2
CC(c1ccco1)N(C(=O)COc1ccccc1[N+](=O)[O-])c1ccccn1 (stereo unspecified),6,-1,96,2.0,-14,-12,2,10,6
Cc1cc(C(=O)NCCCc2ccccc2)no1,6,2,99,-4.0,-7,-1,-6,-6,7
COc1cc(CC(=O)OCC(=O)N2CCCCC2)cc(OC)c1OC,2,-4,101,-2.3,-1,41,-13,0,2

# With a hit mark in PHOSPHO1 inh (from the list above):
SMILES,IDE cell activ,p-CIP stab down,MEKK3 PB1 HTS,CRFBP-R2 agonist,CRFR2-BP antag,PHOSPHO1 inh,GalR3 antag,CHRM4 PAM,IDE inh
CCCn1cnc2c(N)c(C)c(C)cc21,3,-2,92,-1.2,12,73*,0,18,-5

# Following part:
SMILES,IDE cell activ,p-CIP stab down,MEKK3 PB1 HTS,CRFBP-R2 agonist,CRFR2-BP antag,PHOSPHO1 inh,GalR3 antag,CHRM4 PAM,IDE inh
Cc1cc(=O)c2ccccc2s1,1,-17,110,-1.8,-4,20,-1,7,4
O=C(CN1CCCC1)Nc1ccc(F)c(Cl)c1,-2,-9,103,-0.6,-4,x,-8,-6,-2
COc1ccc(CNC(=O)c2cccnc2Sc2ccc(C)c(C)c2)cc1,5,-18,91,4.4,-41,-11,-1,6,5
O=C(Nc1ccccc1OC(F)F)C1CCCN1C(=O)c1cccs1 (stereo unspecified),-2,11,100,-1.2,12,3,-1,0,0
